Growth percent in the NCI-60 one-dose screen (48 h, 10 µM unless noted): 100 = growth as untreated, 0 = no growth, -100 = all killed.
SF-539: SF-539 CNS cancer. 81,000 tested, 6.8% active
SNB-75: SNB-75 CNS cancer; 79,000 tested, 5% active; AID 1794750
A498: A498 renal cancer cells. 76,000 tested, 5.4% active
SF-268: SF-268 CNS cancer cells | 82,000 tested, 3.1% active | AID 1794759
RXF 393: RXF 393 renal cancer cells; 77,000 tested, 6.9% active; AID 1794773
SNB-19: SNB-19 CNS cancer cells | 81,000 tested, 2.5% active
CAKI-1: CAKI-1 renal cancer | 75,000 tested, 4.7% active | AID 1794772
ACHN: ACHN renal cancer; 81,000 tested, 4.9% active; AID 1794771
* marks the source's active call; other numbers are inactive results; x = not tested or not shown; & = joins results of further samples. How the source made its calls: active means growth percent below 10; inactive means the rest.

No. | mol | SF-539 | SNB-75 | A498 | SF-268
1 | CCCc1ccc(-c2cc(C(Cl)Cl)no2)cc1 | 106 | 91 | 79 | 102
2 | C1CNCCNC1 | 111 | 105 | x | 99
3 | O=c1c2c(cc3c(O)[nH]c(=S)n13)-c1cc(Cl)ccc1N=2 | 98 | 81 | x | 93
4 | Cc1ccc(NC(=O)c2ccc(Cl)cc2)c(Br)c1 | 101 | 92 | 81 | 102
5 | CCCCCCCCCCCCSC(=NC)NC | 55&29 | 82&75 | 72 | 75&41
6 | CCCCC(O)(CCCC)C(C)(C)C | 94 | 107 | 93 | 104
7 | S=C1CCCCN1 | 100 | 104 | 101 | 103
8 | O=C1NC(=O)[C@@H](c2cn3c4c(cccc24)CCC3)[C@@H]1c1c[nH]c2ccccc12 | -17* | 5.5* | 12 | 34
9 | O[C@H]1CO[C@H]2[C@@H]1OC[C@@H]2Oc1ccc(Nc2ncc(F)c(Nc3ccc(O[C@H]4CO[C@H]5[C@@H]4OC[C@@H]5O)c(Cl)c3)n2)cc1Cl | 94 | 103 | 94 | 98
10 | N#Cc1ccc(Nc2nc(Br)cnc2N)cc1 | 106 | 101 | 117 | 102
11 | CNC(=O)c1cccc(N2CCc3c2ccc(NC(=O)Nc2cccc(C(F)(F)F)c2)c3F)c1 | 64 | x | 99 | 102
12 | COc1cc(-c2c3c(cn2Cc2ccccc2)-c2oncc2CCC3)cc(OC)c1OC | 90 | 108 | 100 | 89
13 | CC(=O)c1ccc(NC(=O)Cn2c(Br)nc3c2c(=O)n(C)c(=O)n3C)cc1 | 95 | 92 | 59 | 95
14 | N#CC(C#N)=C/C=C/c1ccccc1 | 114 | 100 | 118 | 102
15 | Cc1nc(SCC(=O)O)n[nH]1 | 100 | 95 | 84 | 109

No. | RXF 393 | SNB-19 | CAKI-1 | ACHN
1 | 102 | 96 | 98 | 99
2 | 106 | 88 | 91 | 112
3 | 94 | 100 | 89 | 101
4 | 104 | 96 | 97 | 117
5 | 71&41 | 92&43 | 74&46 | 86&43
6 | 98 | 93 | 105 | 116
7 | 126 | 110 | 99 | 100
8 | 6.5* | 27 | 27 | 36
9 | x | 103 | 103 | 103
10 | 94 | 84 | 88 | 97
11 | 72 | 96 | 72 | 73
12 | 86 | 89 | 98 | 93
13 | 75 | 95 | 88 | 85
14 | 99 | 98 | x | 109
15 | 113 | 98 | x | 97

Quoted at random: three compounds from above.
No. | mol | SF-539 | SNB-75 | A498 | SF-268
8 | O=C1NC(=O)[C@@H](c2cn3c4c(cccc24)CCC3)[C@@H]1c1c[nH]c2ccccc12 | -17* | 5.5* | 12 | 34
14 | N#CC(C#N)=C/C=C/c1ccccc1 | 114 | 100 | 118 | 102
11 | CNC(=O)c1cccc(N2CCc3c2ccc(NC(=O)Nc2cccc(C(F)(F)F)c2)c3F)c1 | 64 | x | 99 | 102

No. | RXF 393 | SNB-19 | CAKI-1 | ACHN
8 | 6.5* | 27 | 27 | 36
14 | 99 | 98 | x | 109
11 | 72 | 96 | 72 | 73

(next part)
No. | mol | SF-539 | SNB-75 | A498 | SF-268
16 | CCN1CCN(C(C(=O)NC2CCCCC2)c2ccc(Cl)cc2)C(=O)c2ccccc2C1=O (centres undefined) | 104 | 91 | x | 95
17 | COC(=O)c1nc(=S)[nH]c(C(=O)OC)c1C(=O)c1ccccn1 | 16 | 57 | 145 | 34
18 | CN1CCn2c(c(Sc3ccc(C(=O)NO)cc3)c3ccccc32)C1=O | -91* | -17* | 4.2* | -35*
19 | CCCCCCCCCCCCCCCCCC(=O)OCCN1C(=O)c2ccccc2C1=O | 104 | 98 | 109 | 103
20 | C=C(C)C12C=C(C)C[C@@](C)(CC3[C@@]4(C)CC[C@H](O)C(C)(C)C4CC[C@]31C)C2=O (some centres undefined) | 100 | 99 | 107 | 96
21 | CC12SCC(C(=O)NCc3ccccc3C(F)(F)F)N1C(=O)c1ccccc12 (centres undefined) | 100 | 96 | 80 | 104
22 | C=CCn1cccc1CNc1ccc(OC)cc1 | 95 | 105 | 93 | 101
23 | NC(=Nc1ccccc1)SCCCCSC(N)=Nc1ccccc1 | 114 | 68 | 82 | 90
24 | O=C(NCCNc1nccc(Nc2ccc(S(=O)(=O)Nc3ccccn3)cc2)n1)c1cccc(Br)c1 | 97 | 88 | 79 | 97
25 | Nc1ccc2cn[nH]c2c1 | 104 | 78 | 106 | 99
26 | C=CN(C(=O)N1CCN(c2cc3c(cc2F)c(=O)c(C(=O)O)cn3C2CC2)CC1)c1nc(-c2ccc(OC)cc2)cs1 | 26 | 24 | 8.4* | 30
27 | CC(N)CCCO (centres undefined) | 104 | 102 | 96 | 97
28 | COC(=O)Nc1ccc2ccc3c(NC(=O)OC)ccc4ccc1c2c43 (tested in a mixture with another compound) | 51 | 51 | x | 68
29 | COc1ccc2c(c1)NC(=O)CN2c1nc(C)nc2ccccc12 | -0.9* | 42 | -4.9* | 24
30 | N#Cc1ccc2c3cccc4[nH]c(=O)nc(c5cccc1c25)c43 | 99 | 70 | 91 | 105

No. | RXF 393 | SNB-19 | CAKI-1 | ACHN
16 | 101 | 112 | 89 | 101
17 | 43 | 43 | 15 | 10
18 | -14* | -26* | 50 | 37
19 | 122 | x | 88 | 103
20 | 102 | 95 | 73 | 92
21 | 101 | 104 | 85 | 106
22 | x | 102 | 96 | 98
23 | 74 | 99 | 74 | 75
24 | 116 | 99 | 93 | 97
25 | x | x | x | 99
26 | 20 | 19 | 17 | 24
27 | 117 | 104 | 96 | 107
28 | 78 | 61 | 51 | 59
29 | 55 | 34 | 29 | 27
30 | 109 | 101 | 96 | 103

The results go on:
No. | mol | SF-539 | SNB-75 | A498 | SF-268
31 | O=C1O[C@H]2c3ccccc3-c3c4c(cc5c3[C@H]2N1CC5)OCO4 | 103 | 100 | 95 | 104
32 | COc1cc(-c2nc(-c3ccc(-c4nc5ccc(F)cc5[nH]4)cc3)no2)cc(OC)c1OC | 34 | 77 | 71 | 36
33 | O=C1CCN(c2ccccc2)N1 | 97 | 81 | 81 | 87
34 | O=S(=O)(Nc1ccc(I)cc1)c1ccc(-c2cnc(C3CC3)o2)cc1 | 61 | 37 | 52 | 77
35 | O=C(Cl)c1cccc2c([N+](=O)[O-])cccc12 | 92 | 83 | 96 | 102
36 | C=C(OC1C(C(C)C)CCC2(C)C1[O+]2c1ccc(C(C)C)cc1)C(O)(CCC(C)(O)C(=O)OC1(C(C)C)CC=C(C)CC1)C(C)C (centres undefined) | 98 | 85 | x | 100
37 | CCCCCCCC/C=C\CCCCCCCC(=O)OC | 110 | 96 | 95 | 110
38 | CC[C@@]12C[C@]1(C(=O)OC)C(=O)N1CCc3c([nH]c4ccccc34)[C@H]12 | 103 | 97 | 118 | 109
39 | COc1cccc(-c2nc(Nc3cccc(S(N)(=O)=O)c3)c3ccccc3n2)c1 | 88 | 91 | 92 | 77
40 | COC(=O)[C@H]1CCCCN=Cc2c(O)c(O)c(C(C)C)c3cc(C)c(c(O)c23)-c2c(C)cc3c(C(C)C)c(O)c(O)c(c3c2O)C=N1 | 100 | 95 | 106 | 96
41 | NC(=O)C1CCCN(Cc2c[nH]c3ccccc23)C1 (centres undefined) | 93 | 86 | 81 | 96
42 | c1ccc2nc(N3CCCCC3)c(N3CCCCCC3)nc2c1 | 100 | 92 | x | 105
43 | O=CC(O)C1OC(=O)C(O)C1O (centres undefined) | 101 | 90 | 99 | 102
44 | Brc1cn2ccnc2c(-c2cccs2)n1 | 104 | 94 | 87 | 97
45 | COc1cc(-c2nc3ccc(C(=O)O)cc3[nH]2)ccc1OCC(=O)NNC(=O)NCc1ccccc1 | 98 | 81 | 87 | 99

No. | RXF 393 | SNB-19 | CAKI-1 | ACHN
31 | 105 | 104 | 100 | 109
32 | -3.8* | 73 | 47 | 37
33 | 108 | 99 | 89 | 88
34 | 62 | 69 | 22 | 83
35 | 101 | 102 | 96 | 103
36 | 111 | 103 | 95 | 108
37 | 117 | 97 | 112 | 102
38 | 113 | 111 | 97 | 103
39 | 92 | 86 | 91 | 56
40 | 103 | 106 | x | 110
41 | 95 | 103 | 94 | 103
42 | 111 | 95 | 101 | 100
43 | 115 | 101 | x | 96
44 | 110 | 101 | 98 | 105
45 | 109 | 99 | 93 | 97

Further records.
No. | mol | SF-539 | SNB-75 | A498 | SF-268
46 | CCOc1ccc(-c2nonc2NC(=O)c2cccc(C)c2)cc1OCC | 81 | 89 | 39 | 84
47 | Cc1csc(/N=C(N)/N=C(\N)c2ccc(Cl)cc2)n1 | 96 | 89 | 82 | 98
48 | NS(=O)(=O)c1cccc(N/C=C/C(=O)c2ccccc2)c1 | 105 | 107 | 109 | 104
49 | COc1ccc(-c2cc(-c3cccn3C)c(C#N)c(=O)n2Cc2ccccc2)cc1OC | 96 | 108 | 112 | 112
50 | CCOc1ccc(CN(C2CCS(=O)(=O)C2)S(=O)(=O)c2ncsc2-c2ccccc2)cc1 (centres undefined) | 98 | 94 | x | 95
51 | O=C1Nc2ccccc2/C1=C/c1cn(CC(O)CN2CCCCC2)c2ccccc12 (centres undefined) | 115 | 92 | 83 | 98
52 | Cc1cccc(-c2nnc(SCC(=O)Nc3nccs3)n2N2C(=O)CSC2=S)c1 | 96 | 79 | 107 | 96
53 | CC(C)Cc1ccc(C(C)c2nnc(Nc3nc4ccccc4s3)s2)cc1 (centres undefined) | 93 | 97 | 91 | 93
54 | COc1cc2ncnc(Sc3nnc(NC(=O)c4ccc(C)cc4)s3)c2cc1OC | 87 | 97 | 98 | 99
55 | O=C(/C=C/c1coc(-c2ccc(F)cc2)n1)c1ccc(F)cc1 | 90 | 84 | 51 | 101
56 | CCOC(=O)c1c(C)nc2c(c1N)C(=O)C(=O)N2Cc1ccccc1C(F)(F)F | 103 | 89 | 78 | 83
57 | C=CCOc1cccc(/C=C2\SC(=Nc3ccc(O)cc3)NC2=O)c1 | -38* | -19* | x | 19
58 | N#Cc1c(-c2ccccc2F)cc(-c2ccc(Br)s2)[nH]c1=O | 97 | 86 | x | 98
59 | CCCN1C[C@H](CSC)C[C@@H]2c3cccc4[nH]cc(c34)C[C@H]21 | 109 | x | 83 | 107
60 | Cc1ccc2nc(Nc3ncnc4c3cnn4-c3ccccc3)sc2c1 | 101 | 107 | 66 | 114

No. | RXF 393 | SNB-19 | CAKI-1 | ACHN
46 | 65 | 91 | 60 | 84
47 | 103 | 93 | 88 | 107
48 | 107 | 104 | 99 | 108
49 | 103 | 100 | 93 | 106
50 | 139 | 93 | 86 | 106
51 | x | 93 | 86 | 105
52 | 114 | 100 | 85 | 104
53 | 91 | 89 | 94 | 98
54 | 95 | 98 | 89 | 91
55 | 114 | 92 | 92 | 100
56 | 102 | 96 | 76 | 83
57 | -13* | 31 | 24 | 24
58 | 102 | 97 | 86 | 98
59 | 98 | 91 | 79 | 95
60 | 99 | 98 | 103 | 107

Some of the entries above, reformatted.
The line under a structure holds: SF-539	SNB-75	A498	SF-268	RXF 393	SNB-19	CAKI-1	ACHN
51. O=C1Nc2ccccc2/C1=C/c1cn(CC(O)CN2CCCCC2)c2ccccc12 (centres undefined)
  115	92	83	98	x	93	86	105
52. Cc1cccc(-c2nnc(SCC(=O)Nc3nccs3)n2N2C(=O)CSC2=S)c1
  96	79	107	96	114	100	85	104

Further compounds follow:
No. | mol | SF-539 | SNB-75 | A498 | SF-268
61 | Oc1ccccc1C=NCC(O)CN=Cc1ccccc1O (centres undefined) | 100 | 94 | 103 | 114
62 | CCCCn1cnc2c(SCc3cccc(F)c3)nc(N)nc21 | 117 | 97 | x | 91
63 | O=NN(CCCl)C(=O)NCCc1cccc[n+]1[O-] | 96 | 94 | 110 | 96
64 | N#C/C(=C\c1ccc(Cl)cc1Cl)C(=O)Nc1ncc(Cc2ccc(Cl)c(Cl)c2)s1 | 86 | 98 | 101 | 84
65 | Cc1ccc(-c2nc(N3CCCNCC3)c3oc(-c4ccccc4)nc3n2)cc1 | -91* | -67* | 93 | -43*
66 | CCOC(=O)N1CCN(c2ccc(C)cc2)CC1 | 110 | 98 | 99 | 98

No. | RXF 393 | SNB-19 | CAKI-1 | ACHN
61 | 125 | 105 | 92 | 100
62 | 89 | 100 | 78 | 101
63 | 105 | 105 | 98 | 103
64 | 113 | 98 | 52 | 48
65 | -74* | 8.8* | -71* | -99*
66 | 118 | 106 | 102 | 112

Only SNB-19 (4 entries from above):
#	Compound	SNB-19
61	Oc1ccccc1C=NCC(O)CN=Cc1ccccc1O (centres undefined)	105
62	CCCCn1cnc2c(SCc3cccc(F)c3)nc(N)nc21	100
63	O=NN(CCCl)C(=O)NCCc1cccc[n+]1[O-]	105
64	N#C/C(=C\c1ccc(Cl)cc1Cl)C(=O)Nc1ncc(Cc2ccc(Cl)c(Cl)c2)s1	98

Compound activity as filed in PubChem BioAssay.
